RECQ1 helicase – RECQ1 (human) helicase inhibition | P46063 | RECQ1 DNA unwinding, red fluorescence kinetic read | Potency, µM (titrated, usually from 57.3 µM), inactives show at the top dose activity, negative = inhibition, hits mostly inhibitors | hit rate 0.54% among 240,000;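 note: plate controls were vehicle for no effect and no enzyme for full effect; nearly all actives have a fitted effect of over 30% in size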
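50 nM RECQ1T1 preincubated 15 min with compound in Tris pH 8.0 buffer with MgCl2, DTT, Tween-20 and 2.5 ug/ml poly(dI-dC); started with 200 nM TAMRA/BHQ-2 forked duplex and 2 mM ATP. Unwinding read as fluorescence (525/598 nm), two reads 2 h apart.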
JMJD2E inh – inhibitors of human JMJD2E histone demethylase. B2RXH2. JMJD2E catalytic domain, FDH-coupled NADH fluorescence (FDH is formaldehyde dehydrogenase). Potency, µM (doses to about 57.1 µM), without a hit: top-dose activity change, negative = inhibition, usual class: inhibitors. hit rate 1.6% among 230,000; active = well fitted inhibition curve with a large enough effect, not every such curve was filed as active; inconclusive = small, poorly fitted or top-dose-only effect, or another doubt; inactive = no such curve, though single readings can be large or run the other way;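 note: 0% = wells with enzyme and -100% = buffer wells without enzyme; nearly all actives have a fitted effect of over 50% in size; many of its hits are not listed in these tables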
Target sequence (B2RXH2 1-337 limits assumed): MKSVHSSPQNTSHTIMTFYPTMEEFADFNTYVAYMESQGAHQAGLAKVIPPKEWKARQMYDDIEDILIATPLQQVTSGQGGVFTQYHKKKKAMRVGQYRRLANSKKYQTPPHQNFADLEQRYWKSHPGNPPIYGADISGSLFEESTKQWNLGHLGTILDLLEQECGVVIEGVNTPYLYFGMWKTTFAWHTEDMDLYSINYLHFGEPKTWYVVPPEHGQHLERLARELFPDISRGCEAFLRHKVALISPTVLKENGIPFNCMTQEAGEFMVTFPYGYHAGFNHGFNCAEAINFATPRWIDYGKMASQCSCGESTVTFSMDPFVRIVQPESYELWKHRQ
LMNA splice mod – changes lamin A minigene splicing in HeLa cells; HeLa LMNA splicing GFP/RFP minigene ratio, 48 h; Potency, µM (highest dose often 46.1 µM), for inactives: top-dose ratio change, negative = inhibition, most hits filed as inhibitors; hit rate 0.01% among 200,000; AID 1487; active = well fitted inhibition curve with a large enough effect in the signal ratio, with a control signal flat, not every such curve was filed as active; inconclusive = small, poorly fitted or top-dose-only effect, or effect the other way, or a change in a side signal; the % refers to the signal ratio; note: % is set by controls: 0 for no effect and ±100 for the full control effect
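S3 HeLa cells stably expressing lamin A-EGFP splicing minigene plus DsRed2, 600 cells/well, 48 h compound exposure at 37C. Laser-scanning cytometry; analysed as GFP (500-530 nm)/RFP (575-640 nm) total intensity ratio; 0.5% DMSO vehicle.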
TexasRed fluor – alters Texas Red total fluorescence, flagging assay interference; hit rate 0.29% among 280,000; Potency, µM (top dose mostly 106 µM), for inactives: top-dose fluorescence change, negative = quenching; TRb/SRC2 Texas Red total fluorescence interference; active = well fitted curve in either direction with a large enough effect; inconclusive = small, poorly fitted or top-dose-only effect; note: % is set by controls: 0 for no effect and ±100 for the full control effect
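Flags fluorescent or light-absorbing compounds by total fluorescence, S + 2P, at 555 nm excitation and 632 nm emission. Mixture: 20 nM Texas Red SRC2 peptide, 0.6 uM human TRb LBD, 1 uM T3, 5% DMSO; compound exposure 5 h at ambient temperature.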
ALDH1A1 inh – ALDH1A1 (human) enzyme inhibition. hit rate 7.3% among 220,000. P00352. Purified ALDH1A1, NADH fluorescence, propionaldehyde substrate. Potency, µM (highest dose often 75.3 µM), for the others: at the top dose activity, negative = inhibition, most hits filed as inhibitors. AID 1030; active = well fitted inhibition curve with a large enough effect, not every such curve was filed as active; inconclusive = small, poorly fitted or top-dose-only effect, or another doubt; inactive = no such curve, though single readings can be large or run the other way;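 note: plate controls were no enzyme wells and a reference inhibitor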
Target sequence (P00352 whole entry, looked up): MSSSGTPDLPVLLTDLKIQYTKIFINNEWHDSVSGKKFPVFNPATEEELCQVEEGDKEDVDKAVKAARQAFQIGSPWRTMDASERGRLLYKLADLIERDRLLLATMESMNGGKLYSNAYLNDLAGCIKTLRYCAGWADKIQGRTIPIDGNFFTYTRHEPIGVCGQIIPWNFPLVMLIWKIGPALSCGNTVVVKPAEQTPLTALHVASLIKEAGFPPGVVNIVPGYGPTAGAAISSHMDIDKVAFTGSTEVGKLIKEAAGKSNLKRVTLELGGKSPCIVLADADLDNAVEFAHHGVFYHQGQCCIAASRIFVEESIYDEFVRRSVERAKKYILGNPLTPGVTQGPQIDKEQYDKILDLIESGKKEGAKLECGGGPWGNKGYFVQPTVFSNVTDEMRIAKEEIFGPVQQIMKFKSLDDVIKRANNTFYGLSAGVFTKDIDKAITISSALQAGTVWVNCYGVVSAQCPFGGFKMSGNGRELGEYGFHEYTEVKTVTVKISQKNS
RGS12 GoLoco inh – inhibitors of human Gai1-RGS12 GoLoco interaction (red fluorophore). Gai1:RGS12 GoLoco peptide FP, rhodamine, 10 min. hit rate 0.44% among 230,000. AID 880. P63096. Potency, µM (series often up to 61.6 µM), without a hit: at the highest dose activity, negative = inhibition, usual class: inhibitors; active = well fitted inhibition curve with a large enough effect, not every such curve was filed as active; inactive = no such curve, though single readings can be large or run the other way; note: % is set by controls: 0 for no effect and ±100 for the full control effect; nearly all actives have a fitted effect of over 30% in size; many of its hits are not listed in these tables
SMN2 splice enh – enhancers of SMN2 splice variant expression. HEK293 SMN2-luciferase splicing reporter, luminescence, 30-36 h. Potency, µM (top dose mostly 46.1 µM), for the others: at the top dose activity change, positive = activation, actives largely listed as activators. hit rate 2.8% among 210,000; note: % of control where 0% means no effect; nearly all actives have a fitted effect of over 55% in size
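qHTS luciferase splicing reporter: luminescence rises when SMN2 exon 7 is included in transfected HEK293 cells. Compound exposure lasted 30-36 h at 37C, with 4.5 mM final sodium butyrate as control, followed by a ONE-Glo read.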
TRb SRC2 PPI – disrupts binding of human TR beta to SRC2. P10828. TRbeta-SRC2 peptide binding, fluorescence polarization; receptor liganded with 1 µM T3. Potency, µM (titrated, usually from 106 µM), inactives show top-dose activity change, negative = inhibition, hits mostly inhibitors. hit rate 0.065% among 280,000;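 note: plate controls were bound peptide for no effect and peptide without receptor for full effect; nearly all actives have a fitted effect of over 50% in size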
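Read-out is fluorescence polarization (555 nm excitation, 632 nm emission) of a Texas Red SRC2 coactivator peptide; loss of signal reflects blocked binding to human TRb ligand-binding domain in the presence of 1 uM T3.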
Active calls of the source: *; i = inactive; ? = inconclusive; . = not tested or not shown; [ ] = dose if it differs, or a comment. Unless noted, calls come from the whole dose curve; as a rule, active = well fitted curve in the direction sought with a large enough effect; inconclusive = small, poorly fitted or top-dose-only effect, or another doubt; inactive = no such curve, though single readings can be large; an effect the other way counts as inactive or inconclusive. Potency is the fitted concentration of half-maximal effect.

SMILES	RECQ1 helicase	JMJD2E inh	LMNA splice mod	TexasRed fluor	ALDH1A1 inh	RGS12 GoLoco inh	SMN2 splice enh	TRb SRC2 PPI
O=C(NCCOc1ccccc1)C1CCCCC1	i	3%	-3%[46 µM]	4%	2%	-14%	20µM*	-2%
CCN1CCN(c2cc(C)c3cc(NC(=S)N4CCN(c5ccc(F)cc5)CC4)ccc3n2)CC1	-3%	?	.	-2%	?	4%	18%	-5%
CCC(NC(=O)c1ccc([N+](=O)[O-])cc1[N+](=O)[O-])c1ccccc1 (stereo not drawn)	13%	-2%	0%	-2%	4%	4%	7%	4%
O=c1nc(/C=C/c2cc([N+](=O)[O-])ccc2Cl)cc(C(F)(F)F)[nH]1	-11%	-1%	?	-10%	?	-3%	-38%[inhibitor]	-1%
CCCc1ccc(-c2cc(C(=O)NN3CCOCC3)c3ccccc3n2)cc1	-11%	?	9%	-7%	-6%	0%	?	4%
Cc1cccc(C(=O)O/N=C2/CC3CCC2(C)C3(C)C)c1 (stereo not drawn)	-3%	0%	-9%	-6%	-5%	-1%	?	-7%
CCCCN(CC)CCNC(=O)CNC(=O)Cn1ccc2ccccc2c1=O	-5%	-21%	6%[46 µM]	-1%	2%	-8%	1%	2%
Cc1ccc(NC(=O)COC(=O)CCOc2ccccc2C)cc1	-1%	-3%	3%[46 µM]	-5%	?	-2%	-22%	6%
O=C(COC(=O)/C=C/c1ccc(F)cc1)Nc1cccc(S(=O)(=O)N2CCCC2)c1	-1%	5%	-20%[46 µM]	1%	11%	10%	-9%	-5%
Cc1nnc(SCC(=O)NCCN2C(=O)CSC2=O)n1-c1ccccc1	i	1%	4%[46 µM]	-2%	-7%	9%	14%	2%
N#Cc1cccc(NC(=O)N2CCC3(CC2)CCN(C(=O)c2cccc(F)c2)CC3)c1	-7%	.	.	.	-3%	3%	-36%[inhibitor]	.
Cn1c(=O)[nH]c(=O)c2c1nc([N+](=O)[O-])n2Cc1ccccc1	-3%	?	.	-1%	.	8%	.	-2%
O=C(O)c1cc(-c2ccc(/C=C3/SC(=S)N(Cc4ccccc4)C3=O)o2)ccc1Cl	6.3µM*	5%	.	?	0.089µM*	50%[activator]	19%	?
Cc1c(C(=O)OC(C)C)nnn1-c1nonc1N	-6%	-11%	0%	3%	?	-5%	13%	-22%
CC(=O)OCC(=O)[C@@]1(O)CCC2C3CCC4=CC(=O)C=CC4(C)C3C(O)C[C@]21C (stereo partly drawn)	i	5%	20%	1%	-9%	5%	6%	0%

Full records, quoted from the list. Order of screens: RECQ1 helicase | JMJD2E inh | LMNA splice mod | TexasRed fluor | ALDH1A1 inh | RGS12 GoLoco inh | SMN2 splice enh | TRb SRC2 PPI
Results for N#Cc1cccc(NC(=O)N2CCC3(CC2)CCN(C(=O)c2cccc(F)c2)CC3)c1 : -7% | . | . | . | -3% | 3% | -36%[inhibitor] | .
Results for Cc1cccc(C(=O)O/N=C2/CC3CCC2(C)C3(C)C)c1 (stereo not drawn) : -3% | 0% | -9% | -6% | -5% | -1% | ? | -7%

(further entries)
SMILES	RECQ1 helicase	JMJD2E inh	LMNA splice mod	TexasRed fluor	ALDH1A1 inh	RGS12 GoLoco inh	SMN2 splice enh	TRb SRC2 PPI
C/C(=N/NC(=O)CN1CCN(Cc2ccccc2)CC1)c1ccc([N+](=O)[O-])cc1	-2%	-9%	.	1%	.	-4%	.	-6%
CC(C)(C)C(=O)CC1(O)C(=O)N(Cc2ccc(Cl)cc2)c2ccccc21 (stereo not drawn)	-1%	-2%	12%	-3%	?	9%	-12%	-8%
Cc1ccc(-c2csc3ncnc(-n4nc(C)cc4N)c23)cc1	i	-1%	?	-3%	2µM*	2%	-16%	-16%
CCOC(=O)C1CCN(C(=O)c2ccccc2NC(C)=O)CC1	4%	2%	0%	1%	3%	-2%	-12%	-5%
c1ccc(N2CCN(c3nc4cc5c(cc4s3)OCCO5)CC2)cc1	-4%	4%	?	-1%	5%	-5%	10µM*	-19%
O=C(NC1CC1)c1cc(Cl)ccc1[N+](=O)[O-]	-2%	3%	7%	2%	17%	4%	-6%	-1%
O=C(CSc1nc2cc3c(cc2c(=O)n1CCC1=CCCCC1)OCO3)NCc1ccco1	-12%	10%	2%	6%	3%	12%	-21%	-3%
OCC1(CCOc2ccccc2)CCN(CC2=Cc3cc(Cl)ccc3OC2)CC1	-13%	?	.	-3%	-3%	0%	.	2%
COc1cccc(-c2nc(-c3ccccc3)[nH]c(=O)c2C#N)c1	-7%	-3%	-1%	2%	9%	-20%	-8%	0%
O=[N+]([O-])c1cc2c(c(CSc3nnnn3-c3ccc(O)cc3)c1)OCOC2	-6%	3%	-15%	-1%	-9%	7%	3%	0%
CC1C/C(=N/NC(=O)c2cccs2)CC(C)(C)C1 (stereo not drawn)	i	29%	4%	1%	?	-5%	-10%	-4%
CCc1[nH]nc2c1C(c1ccc(Br)s1)C(C#N)=C(N)O2 (stereo not drawn)	-6%	-14%	?	-5%	?	1%	?	-23%
Cc1ccccc1NCN1C(=O)C2CCC(C)(C1=O)C2(C)C (stereo not drawn)	3%	62%[activator]	.	-2%	.	2%	.	-2%
COC(=O)c1c(C)[nH]c(C(C)=O)c1C	-4%	-3%	15%	-4%	9%	-5%	-24%	-3%
COc1cccc(OC)c1C(=O)Oc1ccc2c(c1)O/C(=C\c1ccncc1)C2=O	0%	-4%	?	2%[53 µM]	?	-5%	-42%[inhibitor]	6%[53 µM]
COc1ccc(C(=O)Nc2cc3c(oc2=O)CCCC3=O)cc1	9%	7%	.	-3%	?	-14%	52%	-2%
CCOc1ccc(N2CC(C(=O)Nc3ccc(OC)c(S(=O)(=O)N4CCCCC4)c3)CC2=O)cc1 (stereo not drawn)	-1%	3%	-19%[46 µM]	1%	9%	5%	-10%	8%
NC(=O)N/N=C/c1ccccc1OCC(=O)NCc1ccccc1	-4%	1%	-9%	-1%	-3%	2%	0%	0%
NNS(=O)(=O)c1ccc(N2CCCC2=O)c([N+](=O)[O-])c1	-9%	?	.	-1%	18µM*	5%	11%	2%
CCOC(=O)CCC(NC(=O)CC(=O)NC(CCC(=O)OCC)C(=O)OCC)C(=O)OCC (stereo not drawn)	-1%	-2%	.	-1%	-2%	0%	.	7%
Cc1ccc(N(CC(=O)Nc2c(C)n(C)n(-c3ccccc3)c2=O)S(C)(=O)=O)c(C)c1	i	-5%	?	-6%	2%	-1%	2%	-1%
N#Cc1ccccc1CSc1nnc(Cc2ccccc2)o1	i	-24%	16%[46 µM]	-2%	-1%	12%	11%	1%
O=C(Oc1ccc(Cl)cc1)N1CCCCC1	i	6%	8%	1%	15%	3%	17%	-4%
COc1cccc(/C=C2/SC(=S)N(CC(=O)Nc3nnc(C)s3)C2=O)c1	-18%	7%	3%	2%	-12%	15%	16%	12%
COc1cccc(C(=O)OCCN(C)C(C)(C)C)c1	-4%	-4%	1%	2%	-3%	8%	0%	3%
C=C(C)CNC(=S)NNC(=O)c1ccncc1	0%	-6%	.	-2%	3%	10%	15%	1%
COc1ccc(C2C(C(C)=O)=C(O)C(=O)N2c2nccs2)cc1 (stereo not drawn)	i	-5%	6%	1%	-3%	1%	-23%	-4%
CC(C)C(OC(=O)c1cccc(S(=O)(=O)NCC(F)(F)F)c1)C(=O)NC(N)=O (stereo not drawn)	-5%	10%	.	-1%	-9%	-18%	2%	1%
Clc1ccc(-c2nnc(-c3ccccc3)nc2N2CCSCC2)cc1	i	8%	2%	0%	?	20%	-7%	-16%
NCCC(=O)NCCc1cnc[nH]1	0%[25.9 µM]	-3%	?	0%	5%	11%	-10%	-6%
CCOC(=O)c1cc(C(=O)OCC)c2ccccn2c1=O	3%	?	3%	0%	?	-3%	-4%	7%
Nc1cc(=O)[nH]c(SCC(=O)N2CCc3ccccc3C2)n1	-7%	3%	3%	-1%	3%	6%	-17%	6%
CCc1cc(CNC(=O)CC2C(=O)NCCN2Cc2c(F)cccc2Cl)on1 (stereo not drawn)	-9%	-4%	.	18%	?	10%	.	-1%
CS(=O)(=O)N(CC(=O)NCc1ccncc1)c1cc(Cl)ccc1Cl	i	4%	1%[46 µM]	-1%	7%	2%	.	3%
CN(C)S(=O)(=O)c1ccc(C(=O)Nc2cc(S(=O)(=O)Nc3ccccc3Cl)ccc2N2CCCCC2)cc1	i	?	?	0%	?	-11%	-7%	-1%
COc1ccc(N=C2S/C(=C\c3ccc(OCC(=O)O)cc3)C(=O)N2CCc2c[nH]c3ccccc23)cc1	i	-1%	.	-5%	?	1%	-5%	-4%
O=S(=O)(Nc1ccc2ccccc2c1)c1ccccc1	i	-13%	?	-3%	-8%	9%	-20%	-10%
Cc1ccc([N+](=O)[O-])cc1NC(=O)C(Sc1ccccc1)c1ccccc1 (stereo not drawn)	6%	3%	3%	-3%	-13%	-19%	-14%	2%
Cc1ccccc1N1CCN(C2=NC(=O)/C(=C/c3cn[nH]c3-c3ccccc3)S2)CC1	-5%	-1%	-9%	-3%	-2%	-6%	3%	-1%
CCN1CCN(C(=O)c2ccccc2NS(=O)(=O)c2ccc(Cl)cc2)CC1	-11%	-4%	-18%[46 µM]	-5%	11%	11%	4%	-1%
Cc1nn(C)cc1S(=O)(=O)N1CCCC(C(=O)O)C1 (stereo not drawn)	-2%	-3%	8%[46 µM]	-2%	5%	-6%	-6%	-11%
O=C(CSc1ccc2nnc(CCNS(=O)(=O)c3ccccc3)n2n1)Nc1nc2ccccc2s1	0%	?	?	0%	25µM*	16%	-18%	-2%
CCn1c(=O)n(CCOC)c(=O)c2c3c(sc21)CCCC3	1%	2%	-6%	2%	-10%	-2%	-1%	-16%
Cc1cccc(CC2CC(=O)N(c3ncccn3)C2=O)c1 (stereo not drawn)	-12%	5%	-3%	3%	3%	8%	-9%	2%
O=C(N/N=C/c1ccc[nH]1)c1ccc(Cl)cc1	-5%	-1%	-1%	-3%	-3%	9%	8%	-4%
COCC(=O)N1CCCc2ccccc21	9%	-3%	7%	-1%	-3%	8%	.	-4%
COC(=O)C1=C(C)N(CCc2c[nH]c3ccccc23)C(=O)C1	i	-13%	.	-1%	?	150%[activator]	27%	-7%

Screens: PubChem, National Center for Advancing Translational Sciences (NCATS)

An excerpt; rates above refer to the full screens.
